ssDAF12 agonist = S. stercoralis DAF-12 activation, primary screen | HEK293 ssDAF-12/GRIP1 lit1-tk-luc reporter, luminescence; % of 3 µM dafachronic acid response | activation, % at 6.8 µM | 370,000 compounds, 1% hits;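 active = activation above the mean over all tested compounds plus 3 SD, cut at about 0.9% in these data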;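 also: 0% = DMSO-only wells and 100% = 3 µM delta7-dafachronic acid wells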
HGIII-sPLA2 inh = Inhibits HGIII-sPLA2 liposome hydrolysis, primary screen; QFRET BODIPY PC-A2 liposome hydrolysis, fluorescence; inhibition, % at 12.2 µM; 370,000 compounds, 0.56% hits; AID 743126;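 active = inhibition above mean plus 3 SD of compounds lying within the high and low control bounds, cut at about 19% in these data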;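 also: 0% = median of test compound wells and 100% = no enzyme DMSO wells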
Target sequence (Q9NZ20 whole entry, looked up): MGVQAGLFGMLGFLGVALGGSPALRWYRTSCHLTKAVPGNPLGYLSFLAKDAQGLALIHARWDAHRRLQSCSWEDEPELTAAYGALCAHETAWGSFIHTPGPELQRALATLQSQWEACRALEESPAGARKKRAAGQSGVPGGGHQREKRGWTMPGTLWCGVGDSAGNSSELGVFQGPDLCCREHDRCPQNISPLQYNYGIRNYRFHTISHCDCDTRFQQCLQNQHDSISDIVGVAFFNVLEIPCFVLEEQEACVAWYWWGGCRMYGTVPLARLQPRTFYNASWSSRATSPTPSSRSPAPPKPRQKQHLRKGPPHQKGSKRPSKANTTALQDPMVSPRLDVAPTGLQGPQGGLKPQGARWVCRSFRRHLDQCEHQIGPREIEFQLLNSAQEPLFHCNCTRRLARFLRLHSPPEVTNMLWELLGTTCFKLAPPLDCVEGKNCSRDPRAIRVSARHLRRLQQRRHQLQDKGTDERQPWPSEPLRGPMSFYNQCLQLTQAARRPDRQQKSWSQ
PLC-gamma1 inh = inhibitors of human phospholipase C gamma1; P19174; purified PLC-gamma1, fluorogenic substrate, fluorescence; inhibition, % at 12.2 µM; 370,000 compounds, 0.84% hits; AID 720700; in the data active = inhibition above about 9.5%
ADAM10 inh = inhibits human ADAM10; 370,000 compounds, 0.62% hits; inhibition, % at 7 µM; recombinant ADAM10, EDANS/DABCYL FRET peptide cleavage, 3 h; O14672; AID 720582;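 active = inhibition above a per-campaign cutoff equal to the mean of compounds falling between control-based bounds plus 3 SD, cut at about 20% in these data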;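 also: 0% = DMSO wells while the 100% control is not disclosed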
DAX1 inh-1 = inhibits human nuclear receptor DAX1 | P51843 | AID 504766 | HEK293 Gal4-DAX1 luciferase reporter, luminescence | 340,000 compounds, 0.99% hits | inhibition, % at 6.75 µM;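 active = inhibition above the mean over all tested compounds plus 3 SD, cut at about 4.2% in these data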;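 also: 0% = DAX1-transfected cells with DMSO and 100% = empty-vector control cells with DMSO; inhibition shows as a rise in luminescence from relieved DAX1 repression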
hgDAF12 agonist = agonists of H. glycines DAF-12 nuclear receptor. HEK293 GAL4-hgDAF12 UAS-luciferase reporter, agonist luminescence; normalized to butyrate control. activation, % at 6.8 µM. 370,000 compounds, 1.8% hits. AID 687014;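 active = activation above a cutoff set at the mean of all screened compounds plus 3 SD, cut at about 10% in these data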;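 also: 0% = DMSO wells and 100% = sodium butyrate wells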
hcDAF12 agonist = activators of H. contortus DAF-12 nuclear receptor; AID 652067; 370,000 compounds, 1.4% hits; activation, % at 6.8 µM; HEK293 hcDAF-12 lit1-tk-luc reporter, luminescence; 0% DMSO, 100% Δ7-dafachronic acid;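 active = activation above the mean of all tested compounds plus 3 SD, cut at about 5.5% in these data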;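 also: 100% = response to 3 µM Δ7-dafachronic acid high control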
PLC-beta3 inh = blocks human PLC-beta3 enzyme activity | Q01970 | Purified PLC-beta3, fluorogenic substrate, fluorescence | inhibition, % at 12.2 µM | 370,000 compounds, 0.18% hits; in the data active = inhibition above about 11%;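 also: 0% = median of compound wells on plate and 100% = full blocker control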
DAX1 inh-2 = blocks DAX1 repression of SF-1 activated StAR promoter; HEK293T StAR-luciferase reporter, SF-1/DAX-1 repression relief; inhibition, % at 6.8 µM; 370,000 compounds, 1.1% hits; AID 652010;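 active = inhibition above the mean over all tested compounds plus 3 SD, cut at about 3.6% in these data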;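 also: 0% = DAX-1 cells with DMSO and 100% = cells lacking DAX-1 with DMSO; higher inhibition means more luminescence from relief of DAX-1 repression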
GAA850 FXN act = frataxin GAA850 promoter activation; AID 540364; 360,000 compounds, 0.56% hits; HEK293 lucGAA850 FXN promoter luciferase reporter, 24 h; percent of 10 µM SAHA response; activation, % at 6 µM;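 active = activation above the average of all compounds screened plus 3 SD, cutoff fixed separately per campaign, cut at about 7.5% in these data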;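 also: 0% = DMSO wells and 100% = 10 µM SAHA wells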
ADAM17 inh = ADAM17 inhibition, QFRET primary screen; P78536; recombinant ADAM17, EDANS/DABCYL FRET peptide cleavage; inhibition, % at 6.95 µM; 370,000 compounds, 0.83% hits; AID 720648;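 active = inhibition above the mean of compounds lying between control limits plus 3 SD, set per campaign, cut at about 8.5% in these data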;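 also: 0% = DMSO-only wells as the low control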
Target sequence (P78536 215-824 limits assumed): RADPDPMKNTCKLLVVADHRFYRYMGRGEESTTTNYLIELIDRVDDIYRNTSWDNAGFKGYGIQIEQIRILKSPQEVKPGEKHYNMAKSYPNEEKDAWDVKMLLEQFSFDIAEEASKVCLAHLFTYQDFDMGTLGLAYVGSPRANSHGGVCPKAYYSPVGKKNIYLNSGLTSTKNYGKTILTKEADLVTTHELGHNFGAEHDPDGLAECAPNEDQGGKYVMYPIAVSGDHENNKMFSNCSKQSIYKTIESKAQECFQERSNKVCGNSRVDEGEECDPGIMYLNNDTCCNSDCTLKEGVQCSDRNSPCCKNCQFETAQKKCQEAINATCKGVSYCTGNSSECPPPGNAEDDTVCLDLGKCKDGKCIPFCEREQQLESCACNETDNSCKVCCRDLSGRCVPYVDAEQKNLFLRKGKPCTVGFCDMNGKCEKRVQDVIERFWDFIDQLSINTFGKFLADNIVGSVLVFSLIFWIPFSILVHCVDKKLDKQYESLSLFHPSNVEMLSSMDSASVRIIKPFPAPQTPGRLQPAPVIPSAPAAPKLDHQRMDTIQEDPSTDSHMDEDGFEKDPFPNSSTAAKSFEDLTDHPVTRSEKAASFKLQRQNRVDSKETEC
The depositor's hits bear a star. Rows are unselected; any-hit rate near 6.9%.

Results for CCCC12CN3CCN(CC(C3)/C1=N\NC(=O)c1ccc(C(C)(C)C)cc1)C2 ?
ssDAF12 agonist: -1.2; HGIII-sPLA2 inh: 4; PLC-gamma1 inh: -3; ADAM10 inh: 2; DAX1 inh-1: 0.2; hgDAF12 agonist: -0.6; hcDAF12 agonist: -0.2; PLC-beta3 inh: -3; DAX1 inh-2: -0.2; GAA850 FXN act: 0.9; ADAM17 inh: -2

How did CCN1C(=NCc2ccco2)N[C@@H](c2cccc(F)c2)C(C(=O)OC)=C1C do in these assays?
ssDAF12 agonist: -1.1; HGIII-sPLA2 inh: -3; PLC-gamma1 inh: -1; ADAM10 inh: -4; DAX1 inh-1: 1.8; hgDAF12 agonist: -0.5; hcDAF12 agonist: -0.5; PLC-beta3 inh: -3; DAX1 inh-2: -0.4; GAA850 FXN act: -2.1; ADAM17 inh: -2

How did O=C(CSc1ncnc2c1cnn2-c1ccccc1)NC1CCCC1 do in these assays?
ssDAF12 agonist: 0.0; HGIII-sPLA2 inh: 15; PLC-gamma1 inh: -5; ADAM10 inh: -4; DAX1 inh-1: 0.7; hgDAF12 agonist: 2.4; hcDAF12 agonist: 5.7*; PLC-beta3 inh: -12; DAX1 inh-2: 0.9; GAA850 FXN act: -0.4; ADAM17 inh: -3

Results for CN(C)CCCCNCCCNC(=O)/C=N\O ?
ssDAF12 agonist: -1.1; HGIII-sPLA2 inh: 7; PLC-gamma1 inh: 1; ADAM10 inh: 5; DAX1 inh-1: 0.0; hgDAF12 agonist: 0.1; hcDAF12 agonist: 0.0; PLC-beta3 inh: 0; DAX1 inh-2: 0.4; GAA850 FXN act: 1.6; ADAM17 inh: -2

What do the screens show for `CN(CC(=O)O)S(=O)(=O)c1cccs1`?
ssDAF12 agonist: -1.3; HGIII-sPLA2 inh: 0; PLC-gamma1 inh: 1; ADAM10 inh: -10; DAX1 inh-1: -1.1; hgDAF12 agonist: -1.0; hcDAF12 agonist: -0.2; PLC-beta3 inh: 4; DAX1 inh-2: 0.3; GAA850 FXN act: -0.3; ADAM17 inh: -3

Results for COc1ccc([C@@H]2CC=C(C(=O)O)[C@H](c3ccccc3F)N2S(=O)(=O)c2ccccc2C)cc1 ?
ssDAF12 agonist: -1.9; HGIII-sPLA2 inh: -8; PLC-gamma1 inh: 2; ADAM10 inh: 10; DAX1 inh-1: -0.6; hgDAF12 agonist: -1.2; hcDAF12 agonist: -1.7; PLC-beta3 inh: -10; DAX1 inh-2: 0.6; GAA850 FXN act: -2.1; ADAM17 inh: -2

Results for C=CCn1c(SCC(=O)Nc2ccc(S(N)(=O)=O)cc2)nnc1-c1cnccn1 ?
ssDAF12 agonist: -1.1; HGIII-sPLA2 inh: -4; PLC-gamma1 inh: 2; ADAM10 inh: -3; DAX1 inh-1: 0.0; hgDAF12 agonist: -0.3; hcDAF12 agonist: 0.0; PLC-beta3 inh: -6; DAX1 inh-2: 1.2; GAA850 FXN act: -1.4; ADAM17 inh: -2

How did Cc1ccn2cc(-c3cccc(NC(=O)c4cccs4)c3)nc2c1 do in these assays?
ssDAF12 agonist: -0.8; HGIII-sPLA2 inh: -14; PLC-gamma1 inh: -1; ADAM10 inh: 2; DAX1 inh-1: 0.5; hgDAF12 agonist: 11*; hcDAF12 agonist: -0.5; PLC-beta3 inh: -9; DAX1 inh-2: 0.5; GAA850 FXN act: 3.3; ADAM17 inh: -5

How did C=CCn1c(-c2c[nH]c3ccccc23)n[nH]c1=S do in these assays?
ssDAF12 agonist: -0.5; HGIII-sPLA2 inh: 1; PLC-gamma1 inh: 0; ADAM10 inh: 6; DAX1 inh-1: 1.5; hgDAF12 agonist: -0.3; hcDAF12 agonist: 1.1; PLC-beta3 inh: 7; DAX1 inh-2: -0.1; GAA850 FXN act: -0.3; ADAM17 inh: 1

Results for CCc1ccccc1OCCCCN1CCCC1 ?
ssDAF12 agonist: -0.7; HGIII-sPLA2 inh: 15; PLC-gamma1 inh: 1; ADAM10 inh: -8; DAX1 inh-1: 1.2; hgDAF12 agonist: 3.9; hcDAF12 agonist: -1.2; PLC-beta3 inh: 1; DAX1 inh-2: 0.0; GAA850 FXN act: -2.8; ADAM17 inh: -6

What do the screens show for `CCOc1ccc2[nH]c(=O)c(CN(CCc3ccccc3)C(=O)N3CCCC3)cc2c1`?
ssDAF12 agonist: -1.9; HGIII-sPLA2 inh: 4; PLC-gamma1 inh: -16; ADAM10 inh: -18; DAX1 inh-1: -0.1; hgDAF12 agonist: 1.6; hcDAF12 agonist: -0.7; PLC-beta3 inh: -24; DAX1 inh-2: -0.5; GAA850 FXN act: -0.2; ADAM17 inh: -3

What do the screens show for `OCCCNc1nc(-c2ccc(Cl)cc2)nnc1-c1ccccc1`?
ssDAF12 agonist: -1.1; HGIII-sPLA2 inh: -8; PLC-gamma1 inh: 1; ADAM10 inh: -1; DAX1 inh-1: -1.5; hgDAF12 agonist: 3.7; hcDAF12 agonist: -1.3; PLC-beta3 inh: 3; DAX1 inh-2: 1.1; GAA850 FXN act: 6.6; ADAM17 inh: -1

What do the screens show for `O=C1c2ccc(Oc3ccc([N+](=O)[O-])cc3)cc2C(=O)N1CCCO`?
ssDAF12 agonist: -1.2; HGIII-sPLA2 inh: -2; PLC-gamma1 inh: 3; ADAM10 inh: 0; DAX1 inh-1: -1.6; hgDAF12 agonist: -1.2; hcDAF12 agonist: -1.3; PLC-beta3 inh: -5; DAX1 inh-2: 0.0; GAA850 FXN act: 1.9; ADAM17 inh: 0

Results for O=C(Nc1ccc2c(c1)OCO2)Nc1ccc(F)cc1F ?
ssDAF12 agonist: -0.5; HGIII-sPLA2 inh: -1; PLC-gamma1 inh: 5; ADAM10 inh: 11; DAX1 inh-1: 2.4; hgDAF12 agonist: 11*; hcDAF12 agonist: 0.3; PLC-beta3 inh: -4; DAX1 inh-2: 2.8; GAA850 FXN act: 4.6; ADAM17 inh: -2

Results for c1ccc2c(NC3C4CC5CC(C4)CC3C5)nc(N3CCOCC3)nc2c1 (stereo not given) ?
ssDAF12 agonist: -1.0; HGIII-sPLA2 inh: 3; PLC-gamma1 inh: -57; ADAM10 inh: -342; DAX1 inh-1: -0.2; hgDAF12 agonist: -0.7; hcDAF12 agonist: -3.4; PLC-beta3 inh: -62; DAX1 inh-2: -0.3; GAA850 FXN act: 5.1; ADAM17 inh: -123

What do the screens show for `CC(=O)c1ccc(NC(=O)CSc2nccn2CCc2ccccc2)cc1`?
ssDAF12 agonist: -0.6; HGIII-sPLA2 inh: -1; PLC-gamma1 inh: 4; ADAM10 inh: 7; DAX1 inh-1: 1.6; hgDAF12 agonist: 4.4; hcDAF12 agonist: 3.7; PLC-beta3 inh: 2; DAX1 inh-2: 0.1; GAA850 FXN act: 0.8; ADAM17 inh: -2

What do the screens show for `Cc1cccc(-n2cnc(C(=O)N3CCN(C)CC3)c2)n1`?
ssDAF12 agonist: -1.4; HGIII-sPLA2 inh: 14; PLC-gamma1 inh: 3; ADAM10 inh: -3; DAX1 inh-1: 2.1; hgDAF12 agonist: -3.0; hcDAF12 agonist: -0.9; PLC-beta3 inh: -2; DAX1 inh-2: 1.0; GAA850 FXN act: -0.1; ADAM17 inh: 5

How did CCc1nc2ccc(C(=O)N(CC)CCN(C)C)cn2c1N(C)Cc1ccc(OC)cc1 do in these assays?
ssDAF12 agonist: -1.5; HGIII-sPLA2 inh: -3; PLC-gamma1 inh: 0; ADAM10 inh: -21; hgDAF12 agonist: -0.8; hcDAF12 agonist: 0.0; PLC-beta3 inh: 2; DAX1 inh-2: 1.0; GAA850 FXN act: 0.7; ADAM17 inh: -3

Results for CN(CCCC(=O)Nc1ccccc1)S(=O)(=O)c1ccc(Cl)cc1 ?
ssDAF12 agonist: -1.5; HGIII-sPLA2 inh: -4; PLC-gamma1 inh: 4; ADAM10 inh: -10; DAX1 inh-1: 0.1; hgDAF12 agonist: -3.4; hcDAF12 agonist: -1.8; PLC-beta3 inh: 2; DAX1 inh-2: -1.1; GAA850 FXN act: 0.4; ADAM17 inh: 2

How did Cc1cccc(C(=O)N2CC(=O)Nc3ccc(F)cc3C2c2ccc(F)cc2)c1 (stereo not given) do in these assays?
ssDAF12 agonist: -1.3; HGIII-sPLA2 inh: 1; PLC-gamma1 inh: 1; ADAM10 inh: -6; DAX1 inh-1: -0.2; hgDAF12 agonist: 2.1; hcDAF12 agonist: 0.6; PLC-beta3 inh: -3; DAX1 inh-2: -0.7; GAA850 FXN act: -0.8; ADAM17 inh: -5

What do the screens show for `O=C(Nc1nc([C@@H]2O[C@H](CO)[C@@H](O)[C@H](O)[C@H]2O)cs1)NC(c1ccccc1)c1ccccc1`?
ssDAF12 agonist: 0.0; HGIII-sPLA2 inh: 3; PLC-gamma1 inh: 2; ADAM10 inh: 3; hgDAF12 agonist: -3.5; hcDAF12 agonist: -0.3; PLC-beta3 inh: 6; DAX1 inh-2: 0.1; GAA850 FXN act: -0.3; ADAM17 inh: -2

What do the screens show for `CCCc1nc2ccc(N)cc2c(=O)n1Cc1ccccc1Cl`?
ssDAF12 agonist: -1.4; HGIII-sPLA2 inh: 11; PLC-gamma1 inh: -91; ADAM10 inh: -360; DAX1 inh-1: 1.2; hgDAF12 agonist: 1.7; hcDAF12 agonist: -1.4; PLC-beta3 inh: -103; DAX1 inh-2: 0.3; GAA850 FXN act: 2.9; ADAM17 inh: -131

Results for c1ccc(CCNc2ncnc3c2nnn3Cc2ccccc2)cc1 ?
ssDAF12 agonist: -1.2; HGIII-sPLA2 inh: 0; PLC-gamma1 inh: 1; ADAM10 inh: 2; DAX1 inh-1: 0.8; hgDAF12 agonist: -0.3; hcDAF12 agonist: -0.9; PLC-beta3 inh: 2; DAX1 inh-2: 0.5; GAA850 FXN act: 3.2; ADAM17 inh: -3

Results for O=C1NC(=O)C(c2ccccc2)N1 (stereo not given) ?
ssDAF12 agonist: -1.0; HGIII-sPLA2 inh: -2; PLC-gamma1 inh: 1; ADAM10 inh: -16; DAX1 inh-1: -1.0; hgDAF12 agonist: -4.2; hcDAF12 agonist: -0.4; PLC-beta3 inh: -1; DAX1 inh-2: -0.7; GAA850 FXN act: -0.3; ADAM17 inh: 0

What do the screens show for `CC1CCCC(C)N1C(=O)COC(=O)C1CCN(S(=O)(=O)c2c(Cl)cccc2Cl)CC1` (stereo not given)?
ssDAF12 agonist: -0.8; HGIII-sPLA2 inh: -12; PLC-gamma1 inh: -4; ADAM10 inh: 1; DAX1 inh-1: 0.7; hgDAF12 agonist: 1.1; hcDAF12 agonist: -1.3; PLC-beta3 inh: -4; DAX1 inh-2: 0.1; GAA850 FXN act: 0.0; ADAM17 inh: -2

What do the screens show for `COc1ccccc1/C=C/C(=O)OCC(=O)Nc1c(C)nn(-c2ccccc2)c1C`?
ssDAF12 agonist: -1.5; HGIII-sPLA2 inh: -9; PLC-gamma1 inh: -57; ADAM10 inh: -175; DAX1 inh-1: 0.1; hgDAF12 agonist: 3.8; hcDAF12 agonist: 1.5; PLC-beta3 inh: -71; DAX1 inh-2: -1.4; GAA850 FXN act: 1.0; ADAM17 inh: -64
